Assay outcomes as filed in PubChem BioAssay.
Giardia killer – Small Molecules that selectively kill Giardia lamblia: qHTS. Giardia lamblia trophozoite viability. activity change, % at 7.66 µM, hits read low. 0.15% of 340,000 active. AID 540267, 2011; in the data active = activity change below about -80%; inconclusive = between about -30% and that limit;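 also: parasites exposed to compound for two days anaerobically before the ATP read; % is scaled to controls: 0 for no effect and ±100 for the full control effect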
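Viability, read as ATP luminescence: trophozoites at 100 cells/well, compound added, 48 hrs anaerobic at 37 deg C, then 15-30 min room-temperature development before reading.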
ELG1 genotoxic – qHTS screen for small molecules that induce genotoxicity in human embryonic kidney (HEK293T) cells expressing luciferase-tagged ELG1; HEK293T ELG1-luciferase reporter, luminescence, 16 h; Potency, µM (titrated, usually from 46 µM), without a hit: at the highest dose activity change, positive = activation, most hits filed as activators; 1.3% of 330,000 active; AID 504466, 2011; also: potency is read from the fitted curve at half-maximal effect; % of control where 0% means no effect; nearly all actives have a fitted effect of over 60% in size
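16 hr compound incubation (37 °C, 5% CO2) of HEK293T cells carrying luciferase-tagged ELG1; luciferase then measured by ONE-Glo luminescence after 30 min at RT.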
Gal4-VP16 FLuc – VP16 counterscreen qHTS for inhibitors of ROR gamma transcriptional activity; Drosophila S2 Gal4-VP16 UAS-luciferase, luminescence, 20 h; 3.5% of 310,000 active; Potency, µM (doses to about 53.6 µM), for the others: at the highest dose activity, negative = inhibition, actives largely listed as inhibitors;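 also: Gal4-VP16 expression switched on by copper sulfate through the metallothionein promoter; potency is read from the fitted curve at half-maximal effect; % is scaled to controls: 0 for no effect and ±100 for the full control effect; nearly all actives have a fitted effect of over 50% in size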
p53 reactivator – qHTS assay for re-activators of p53 using a Luc reporter; 0.063% of 320,000 active; H1299 p53-A138V BP100-luciferase reporter, luminescence, 24 h; Potency, µM (titrated, usually from 92.2 µM), for inactives: top-dose activity change, positive = activation, hits mostly activators; also: potency is read from the fitted curve at half-maximal effect; % of control where 0% means no effect; nearly all actives have a fitted effect of over 45% in size
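p53-null H1299 cells stably carrying temperature-sensitive p53-A138V and a BP100-luciferase reporter were pinned with compounds (4-point, 1:5 series) and held 24 hrs at 37 deg C. Luminescence was read 10 min after detection reagent.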
PKM2 act – qHTS Assay for Activators of Human Muscle isoform 2 Pyruvate Kinase; Potency, µM (highest dose often 57.5 µM), without a hit: top-dose activation, actives largely listed as activators; Pyruvate kinase PKM (Homo sapiens), P14618; 0.34% of 260,000 active; purified PKM2, Kinase-Glo ATP luminescence, activation; response scale: 0% is enzyme alone, no compound; also: potency is read from the fitted curve at half-maximal effect; % is scaled to controls: 0 for no effect and ±100 for the full control effect; nearly all actives have a fitted effect of over 55% in size
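Kinase-Glo luminescence reports ATP generated from ADP (0.1 mM) and PEP (0.5 mM) by purified hPK-M2 after 1 h at room temperature, pH 7.2 imidazole buffer; intermediate enzyme activity allows detecting inhibitors and activators.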
NPC1 promoter act – qHTS Assay for NPC1 Promoter Activators. AID 485313, 2010. 2.4% of 320,000 active. Huh7 NPC1 promoter luciferase reporter, 24 h. Potency, µM (top dose mostly 9.22 µM), for inactives: at the highest dose activation, most hits filed as activators;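 also: potency is read from the fitted curve at half-maximal effect; % of control where 0% means no effect; nearly all actives have a fitted effect of over 60% in size; reporter is driven by a mutant NPC1 promoter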
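Huh7 reporter cells (NPC1 promoter driving luciferase) are dosed with compound for 24 h at 37 °C, 5% CO2; luciferase detection reagent is then added and luminescence measured after 10 min at ambient temperature.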
Rab9 promoter act – qHTS Assay for Rab9 Promoter Activators. Potency, µM (doses to about 9.22 µM), for inactives: top-dose activation, negative = inhibition, actives largely listed as activators. AID 485297, 2010. 2.8% of 320,000 active. Huh7 Rab9 promoter-luciferase reporter, luminescence, 24 h; also: potency is read from the fitted curve at half-maximal effect; % of control where 0% means no effect; nearly all actives have a fitted effect of over 60% in size
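Rab9 promoter-driven luciferase in stably transfected Huh7 cells; 1500 cells/well rested 2 h, exposed to compound in DMSO for 24 h at 37 °C, 5% CO2. Luminescence read 10 min after adding luciferase reagent at ambient temperature.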
RORg inh – qHTS for inhibitors of ROR gamma transcriptional activity; Nuclear receptor ROR-gamma (Mus musculus), P51450; Drosophila S2 Gal4-RORgamma UAS-luciferase reporter, 20 h; Potency, µM (highest dose often 53.6 µM), for inactives: at the top dose activity change, negative = inhibition, actives largely listed as inhibitors; 5.4% of 310,000 active; also: potency is read from the fitted curve at half-maximal effect; % is scaled to controls: 0 for no effect and ±100 for the full control effect; nearly all actives have a fitted effect of over 60% in size
Target sequence (P51450 whole entry, looked up, the tested form may be a part): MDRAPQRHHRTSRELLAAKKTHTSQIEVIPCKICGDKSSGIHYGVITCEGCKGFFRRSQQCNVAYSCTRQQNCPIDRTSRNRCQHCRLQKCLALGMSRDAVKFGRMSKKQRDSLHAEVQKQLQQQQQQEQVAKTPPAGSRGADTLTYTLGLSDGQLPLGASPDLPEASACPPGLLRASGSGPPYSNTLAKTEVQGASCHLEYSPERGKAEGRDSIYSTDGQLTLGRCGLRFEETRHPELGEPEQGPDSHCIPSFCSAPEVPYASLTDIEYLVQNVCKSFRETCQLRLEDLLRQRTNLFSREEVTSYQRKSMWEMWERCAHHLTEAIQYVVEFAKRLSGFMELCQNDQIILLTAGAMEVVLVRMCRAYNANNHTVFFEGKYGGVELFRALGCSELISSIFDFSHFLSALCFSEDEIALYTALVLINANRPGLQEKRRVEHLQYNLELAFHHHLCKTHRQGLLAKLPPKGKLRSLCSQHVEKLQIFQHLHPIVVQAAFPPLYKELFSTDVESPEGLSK
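Stable Schneider cell line, Gal4 DNA-binding domain fused to ROR gamma, UAS-luciferase. Cmpd 1 hr RT → CuSO4 700 uM final → 20 hr RT → luciferase reagent 10 min → luminescence.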
Menin-MLL TR inh – qHTS Assay for Inhibitors Targeting the Menin-MLL Interaction in MLL Related Leukemias: Competition With Texas Red Labeled MLL-derived Mutant Peptide | O00255 | Menin + Texas Red MLL mutant peptide, fluorescence polarization | Potency, µM (doses to about 61.6 µM), for inactives: at the highest dose FP activity change, negative = inhibition, usual class: inhibitors | 0.23% of 270,000 active; active = well fitted inhibition curve with a large enough effect in the polarisation, with a control signal flat, not every such curve was filed as active; inconclusive = small, poorly fitted or top-dose-only effect, or effect the other way, or a change in a side signal; inactive = no such curve, though single readings can be large or run the other way; the % refers to the polarisation; also: potency is read from the fitted curve at half-maximal effect; % of control where 0% means no effect; many of its hits are not listed in these tables
BRCA1 expr up – qHTS Assay to Identify Small Molecule Activators of BRCA1 Expression; MCF7-BRCA1-FFLuc reporter, luminescence, 48 h; response scale: scaled: vehicle 0%, 10 µM genistein 100%; 1.1% of 380,000 active; Potency, µM (series often up to 46.1 µM), without a hit: at the highest dose activation, most hits filed as activators; also: potency is read from the fitted curve at half-maximal effect; nearly all actives have a fitted effect of over 80% in size; some results filed as inactive show a strong effect at the top dose
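Luminescence from a BRCA1-driven firefly luciferase in MCF7 cells was the read-out, taken 15 min after substrate addition following 48 h compound exposure at 37 °C. Data were normalized to a 10 microM genistein control and DMSO vehicle.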
FLuc counter – qHTS profiling assay for firefly luciferase inhibitor/activator using purifed enzyme and Km concentrations of substrates (counterscreen for miR-21 project); Luciferin 4-monooxygenase (Photinus pyralis), P08659; purified FLuc, Km substrates, luminescence inhibition; Potency, µM (top dose mostly 57.5 µM), for the others: at the top dose activity change, negative = inhibition, most hits filed as inhibitors; 6.9% of 360,000 active; AID 588342, 2011;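 also: potency is read from the fitted curve at half-maximal effect; plate controls were vehicle for no effect and reference inhibitor for full effect; nearly all actives have a fitted effect of over 55% in size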
Target sequence (P08659 whole entry, looked up): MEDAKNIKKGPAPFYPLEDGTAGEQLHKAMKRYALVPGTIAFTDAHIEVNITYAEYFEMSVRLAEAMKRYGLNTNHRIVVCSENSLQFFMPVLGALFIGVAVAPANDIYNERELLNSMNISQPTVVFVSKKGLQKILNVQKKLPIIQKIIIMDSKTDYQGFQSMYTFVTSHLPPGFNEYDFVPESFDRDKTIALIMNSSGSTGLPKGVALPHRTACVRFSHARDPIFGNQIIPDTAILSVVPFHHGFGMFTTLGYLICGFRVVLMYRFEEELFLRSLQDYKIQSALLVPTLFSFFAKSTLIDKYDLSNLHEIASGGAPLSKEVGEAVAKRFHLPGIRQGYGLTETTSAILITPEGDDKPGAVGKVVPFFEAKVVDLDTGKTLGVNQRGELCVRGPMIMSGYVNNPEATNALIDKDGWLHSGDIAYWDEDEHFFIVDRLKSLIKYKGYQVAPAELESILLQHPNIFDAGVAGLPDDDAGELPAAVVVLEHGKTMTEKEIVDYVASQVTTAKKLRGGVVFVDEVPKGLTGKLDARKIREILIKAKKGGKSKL
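Purified P. pyralis luciferase, 10 nM final, with Km-level 10 uM D-luciferin and 10 uM ATP in 50 mM Tris acetate pH 7.5, 10 mM Mg acetate, 0.01% Tween-20, 0.05% BSA; 6-point qHTS titration about 60 µM downward; luminescence read.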
* marks the source's active call; other numbers are inactive results; u = inconclusive; x = no result given; & = joins results of further samples; [ ] = remark or other dose. Unless noted, calls follow the shape of the dose curve; as a rule, active = well fitted curve in the direction sought with a large enough effect; inconclusive = small, poorly fitted or top-dose-only effect, or another doubt; inactive = no such curve, though single readings can be large; an effect the other way counts as inactive or inconclusive. The list is partial; count on the stated rates, not on these rows.

SMILES	Giardia killer	ELG1 genotoxic	Gal4-VP16 FLuc	p53 reactivator	PKM2 act	NPC1 promoter act	Rab9 promoter act	RORg inh	Menin-MLL TR inh	BRCA1 expr up	FLuc counter
CN(c1cnn(-c2ccccc2)c(=O)c1Cl)n1cccc1	-2	15%	-15%	16%	0%	21%	u	28%	x	11µM*	u
Cc1nn(Cc2ccc(F)cc2)c(C)c1NC(=O)c1cnn2cccnc12	-17	-2%	-4%	-4%	-15%	-2%	1%	15%	-5%	5%	-1%
COc1ccc(-n2nc3c(N4CCC(C(=O)NC5CCCCC5)CC4)nnc(C)c3c2C)cc1	1	0%	9%	18%	x	3%	-7%	0%	x	-13%	0%&-2%
CCc1ccc(-c2ccc3nnc(SCC(=O)NCC4CCCO4)n3n2)cc1 (centres undefined)	-1	1%	x	-8%	x	0%	-4%	x	x	-33%	4%
COCCNC(=O)c1cc(S(=O)(=O)N2CCOCC2)ccc1SCc1cccc(OC)c1OC	4	1%	0%	-3%	0%	-4%	-3%	1%	-11%	-8%	1%
CCN1CCC2(CC1)N=C(c1ccc(F)cc1)C(=S)N2	-4	2%	-4%	13%	1%	-4%	-3%	13µM*	-7%	-18%	3%
Cc1ccc(OCC(=O)N2CCN(S(=O)(=O)c3ccc4c(c3)OCCO4)CC2)c(C)c1	-3	0%	x	-1%	x	-5%	-8%	x	x	-2%	-1%
COc1ccc(CNC(=O)CN(c2ccc(C)cc2)S(=O)(=O)c2c(C)nn(C)c2C)cc1	12	0%	6%	x	x	-2%	3%	-2%	-5%	-26%	2%
CCOC(=O)C(C)Oc1cccc2c(=O)n(CC(=O)Nc3ccc4c(c3)OCCO4)ccc12 (centres undefined)	-2	u	-17%	5%	-13%	-8%[46.1 µM]	-11%[46.1 µM]	1%	2%[11.7 µM]	-2%	2%
CCOC(=O)CC1(c2ccccc2)CCOC(C)(C)C1 (centres undefined)	-14	u	14%	14%	-10%	1%	-1%	40%	4%	1%	8%
CCOc1nc(-c2ccc(OC)cc2)ccc1-c1noc(-c2ccncc2)n1	-3	-1%	-5%	-6%	-1%	-4%	-6%	-15%	5%	-12%	3%
O=C(CSCc1ccccc1Cl)N1CCN(c2ccccn2)CC1	16	u	u	11%	3%	8%	u	u	-8%	u	u
CCOC(=O)Cn1nc(C)n(-c2ccc(F)cc2)c1=O	10	4%	3%	-4%	-6%	1%	-5%	-34%	2%	-14%	-1%
CCN(CC)c1ccc(NC(=O)c2ccc(Cl)nc2)cc1	-6	1%	1%	12%	1%	-10%	-26%	u	u	-60%	u
Cc1cc2nc(C3CCN(CC4COc5ccccc5O4)CC3)[nH]c2cc1C (centres undefined)	-5	-3%	21%	-4%	-1%	-7%	-2%	u	0%	-48%	-28%

Profiles, quoted from the list. Values in the order: Giardia killer	ELG1 genotoxic	Gal4-VP16 FLuc	p53 reactivator	PKM2 act	NPC1 promoter act	Rab9 promoter act	RORg inh	Menin-MLL TR inh	BRCA1 expr up	FLuc counter
Entry for `CCOC(=O)Cn1nc(C)n(-c2ccc(F)cc2)c1=O` = 10	4%	3%	-4%	-6%	1%	-5%	-34%	2%	-14%	-1%
Entry for `CN(c1cnn(-c2ccccc2)c(=O)c1Cl)n1cccc1` = -2	15%	-15%	16%	0%	21%	u	28%	x	11µM*	u
Entry for `CCc1ccc(-c2ccc3nnc(SCC(=O)NCC4CCCO4)n3n2)cc1` (centres undefined) = -1	1%	x	-8%	x	0%	-4%	x	x	-33%	4%
Entry for `CCN(CC)c1ccc(NC(=O)c2ccc(Cl)nc2)cc1` = -6	1%	1%	12%	1%	-10%	-26%	u	u	-60%	u
Entry for `COCCNC(=O)c1cc(S(=O)(=O)N2CCOCC2)ccc1SCc1cccc(OC)c1OC` = 4	1%	0%	-3%	0%	-4%	-3%	1%	-11%	-8%	1%

Next section:
SMILES	Giardia killer	ELG1 genotoxic	Gal4-VP16 FLuc	p53 reactivator	PKM2 act	NPC1 promoter act	Rab9 promoter act	RORg inh	Menin-MLL TR inh	BRCA1 expr up	FLuc counter
CSCCC(NC(=O)c1cccc(C)c1)C(=O)Nc1sccc1C(N)=O (centres undefined)	8	-1%	7%	-6%	4%	-3%	0%	26%	41%[activator]	-20%	-2%
CCCc1nc(SCC(=O)Nc2ccccc2OC)c2c(=O)n(C)c(=O)n(C)c2n1	-23	-32%[inhibitor]	-10%	2%	6%	-6%	-10%	-7%	-1%	0%	5%
COc1cccc(C=NCC(C)N=Cc2cccc(OC)c2O)c1O (centres undefined)	10	1%	-12%	u	-4%	-2%	-6%	u	0%	-26%	1%
Cc1c(C(=O)Nc2c(F)cc(F)cc2Br)sc2ncn(CC(=O)N3CCCC3)c(=O)c12	-6	4%	-2%	-3%	2%[0.46 µM]	-5%	-1%	-41%	3%	-3%	1%
N#Cc1c(-c2ccccc2)cc(C2CC2)nc1SCC(=O)c1cccs1	14	-4%	-6%	0%	-5%	-3%	-3%	-5%	u	-12%	6%
COc1ccc(OC)c(N(/C(N)=N/c2nc(C)cc(C)n2)S(=O)(=O)c2ccc(NC(C)=O)cc2)c1	1	12%	-8%	2%	7%	-9%	-11%	3%	39%[activator]	-19%	3%
CC(SCc1ccccc1)C(=O)NCc1ccccn1 (centres undefined)	-3	1%	9%	7%	-3%	0%	-6%	-26%	0%	-6%	-1%
O=C(c1ccc(-n2cccn2)cc1)N1CCN(c2ncccc2C(F)(F)F)CC1	10	-15%	1%	-8%	-9%	1%	-2%	1%	x	-25%	7%
COC(=O)CCCC(=O)N1CCCC(C(=O)c2ccccc2SC)C1 (centres undefined)	1	0%	8%	x	1%	-1%	0%	33%	-2%	0%	1%
O=c1[nH]c2ccccc2c(O)c1-c1ccccc1[N+](=O)[O-]	9	3%	0%	-1%	0%	-4%	0%	-20%	12%	11%	-14%
OCC1(CCc2ccccc2)CCN(Cc2ccc(OC(F)F)cc2)CC1	7	-3%	-9%	-3%	5%	-1%	-11%	22%	14%	-6%	-7%
O=C(O)[C@@H]1[C@@H]2C[C@@H]2CN1c1ncccc1[N+](=O)[O-]	-12	0%	-13%	-1%	1%	-1%	-2%	-12%	-11%	-1%	-2%
NC(=O)c1c(NC(=O)c2ccncc2)sc2c1CCCCCC2	13	-4%	6%	4%	-6%[11.5 µM]	-5%	0%	u	-1%	16%	12µM*
CC(=O)Nc1ccc(NC(=O)c2c(C)noc2C)cc1	10	-7%	0%	3%	-1%	1%	-2%	8%	x	12%	1%
CCOC(=O)Cn1c(=O)c2c(nc(Br)n2Cc2ccccc2Cl)n(C)c1=O	17	-6%	u	-3%	-22%	-4%	-2%	-15%	9%	-23%	-2%
Cc1cc2cc(CNC(=O)c3cccs3)ccc2[nH]1	-19	u	u	-4%	-2%	u	-38%[inhibitor]	u	9%	38%	u
CC1(C)CC(=O)C2=C(C1)OC1OC(=O)CC21C (centres undefined)	15	-1%	0%	-2%	-8%	-1%	5%	24%	11%	2%	1%
Cc1cc(N/N=C/c2cccc(Cl)c2)nc(NCc2ccccc2)n1	13	-1%	u	9%	-2%	-2%	-1%	u	13%	-8%	u
COCCNC(=S)Nc1ccccc1Cc1ccccc1	0	4%	10µM*	-3%	-12%	-1%	1%	3.5µM*	-22%	-9%	-1%
Cc1snc(S(=O)(=O)Cc2c(Cl)cccc2Cl)c1C#N	-3	-2%	-11%	-6%	-2%	2%	-1%	-6%	-5%	0%	1%
